Screening results from PubChem.
NSD2 inh = inhibitors of human NSD2, primary screen, biochemical, plate reader, single point | Histone-lysine N-methyltransferase NSD2 (Homo sapiens), O96028 | NSD2-SET H3K36me1 DELFIA fluorescence | inhibition, % at 12.5 µM | hit rate 0.07% among 44,000 | AID 624260, 2012; in the data active means inhibition above about 54%, passing the limit was not always enough;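 further: inhibitors reduce the monomethyl H3K36 fluorescence signal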
* = called active by the depositor.

SMILES	NSD2 inh
C[C@@H]1CN([C@@H](C)CO)C(=O)c2cccc(NS(=O)(=O)c3cccs3)c2O[C@@H]1CN(C)Cc1ccc2c(c1)OCO2	1
C[C@@H]1CN([C@@H](C)CO)C(=O)c2cc(NC(=O)C3CC3)ccc2O[C@@H]1CN(C)Cc1ccc2c(c1)OCO2	-1
Cc1noc(C)c1S(=O)(=O)Nc1ccc2c(c1)CC(=O)N([C@H](C)CO)C[C@@H](C)[C@@H](CN(C)S(=O)(=O)c1cccs1)O2	1
C[C@@H]1CN([C@@H](C)CO)C(=O)c2cc(NC(=O)CCN3CCOCC3)ccc2O[C@H]1CN(C)S(=O)(=O)c1ccccc1	1
CCCC#Cc1ccc2c(c1)O[C@H](CN(C)S(C)(=O)=O)[C@H](C)CN([C@H](C)CO)S2(=O)=O	-1
COc1ccc(NC(=O)Nc2ccc3c(c2)C(=O)N([C@H](C)CO)C[C@H](C)[C@H](CN(C)S(=O)(=O)c2ccc(C)cc2)O3)cc1	-3
C[C@@H]1CN([C@H](C)CO)S(=O)(=O)c2ccc(-c3cccc(C(=O)N(C)C)c3)cc2O[C@H]1CN(C)Cc1ccc2c(c1)OCO2	14
COc1ccc(NC(=O)Nc2ccc3c(c2)C(=O)N([C@H](C)CO)C[C@H](C)[C@@H](CN(C)Cc2ccc(C(F)(F)F)cc2)OCCCC[C@@H](C)O3)cc1	-2
CC1(C)C(=O)[C@@H]2C[C@@]3(O)C4=CC(=O)O[C@@H](c5ccoc5)[C@]4(C)CCC3[C@@](C)(C2=O)[C@H]1CC(=O)O (stereo partly drawn)	-1
Cc1noc(C)c1NC(=O)Nc1ccc2c(c1)C(=O)N([C@@H](C)CO)C[C@@H](C)[C@H](CN(C)Cc1ccc(C(=O)Nc3ccccc3N)cc1)O2	3
C[C@@H]1CCCCO[C@H](CN(C)S(=O)(=O)c2ccc(F)cc2)[C@@H](C)CN([C@@H](C)CO)C(=O)c2cc(NS(C)(=O)=O)ccc2O1	2
COCCNC(=O)C[C@@H]1C[C@@H]2c3cc(NC(=O)COC)ccc3O[C@@H]2[C@@H](CO)O1	0
C/C=C(\C)CC(/C=C(\C)C(O)C(C)/C=C(\C)C(O)C(C)/C=C/C(O)C/C=C/C(O)C(O)C(=O)O)C(=O)O (stereo not drawn)	-12
COc1ccc(NC(=O)Nc2ccc3c(c2)C(=O)N([C@@H](C)CO)C[C@@H](C)[C@@H](CN(C)S(=O)(=O)c2cn(C)cn2)O3)cc1	-2
COc1ccc(S(=O)(=O)N(C)C[C@H]2Oc3ccc(NC(=O)CCCCCC(=O)Nc4ccccc4N)cc3C(=O)N([C@@H](C)CO)C[C@@H]2C)cc1	6
NC(=O)COc1ccc(/C=N/NC(=O)c2ccccc2O)cc1	-4
C[C@@H]1CN([C@@H](C)CO)C(=O)c2cc(NC(=O)CCC(F)(F)F)ccc2O[C@H]1CN(C)S(=O)(=O)c1ccccc1	-1
C[C@@H]1CN([C@@H](C)CO)C(=O)c2cc(C3=CCCCC3)cnc2O[C@H]1CN(C)C(=O)Cc1cccnc1	-1
Cc1noc(C)c1S(=O)(=O)Nc1ccc2c(c1)CC(=O)N([C@H](C)CO)C[C@H](C)[C@@H](CN(C)S(=O)(=O)c1c(C)noc1C)O2	7
C[C@H]1CCCCO[C@@H](CN(C)S(=O)(=O)c2cccs2)[C@@H](C)CN([C@@H](C)CO)C(=O)c2cc(NC(=O)Nc3ccc(C(F)(F)F)cc3)ccc2O1	-10

Part of the list above in order of length of the SMILES, largest number first.
SMILES	NSD2 inh
C[C@@H]1CCCCO[C@H](CN(C)S(=O)(=O)c2ccc(F)cc2)[C@@H](C)CN([C@@H](C)CO)C(=O)c2cc(NS(C)(=O)=O)ccc2O1	2
COc1ccc(NC(=O)Nc2ccc3c(c2)C(=O)N([C@@H](C)CO)C[C@@H](C)[C@@H](CN(C)S(=O)(=O)c2cn(C)cn2)O3)cc1	-2
C[C@@H]1CN([C@@H](C)CO)C(=O)c2cc(NC(=O)CCC(F)(F)F)ccc2O[C@H]1CN(C)S(=O)(=O)c1ccccc1	-1

Remaining list, next part.
SMILES	NSD2 inh
COCCCNC(=O)[C@@]1(Cc2ccccc2CN=[N+]=[N-])COC(c2ccc(OCCCO)cc2)=N1	0
CCCN(C)C[C@H]1Oc2cc(C#Cc3ccccc3OC)ccc2S(=O)(=O)N([C@@H](C)CO)C[C@H]1C	6
C=C(C(=O)O)[C@@H]1CC[C@@]2(C)CC[C@@H](O)C(=C)C2C1 (stereo partly drawn)	-4
C/C=C/c1ccc2c(c1)O[C@H](CN(C)C(=O)CC1CC1)[C@@H](C)CN([C@@H](C)CO)S2(=O)=O	15
CS(=O)(=O)Nc1ccc2c(c1)[C@@H]1C[C@H](CC(=O)NCC3CC3)O[C@H](CO)[C@@H]1O2	7
C[C@@H]1CCCCO[C@H](CN(C)Cc2ccncc2)[C@@H](C)CN([C@@H](C)CO)C(=O)c2cc(NS(=O)(=O)c3ccccc3)ccc2O1	2
C[C@H]1CN([C@@H](C)CO)C(=O)c2cc(NC(=O)CCN3CCOCC3)ccc2O[C@H]1CN(C)Cc1ccc2c(c1)OCO2	5
COc1ccccc1S(=O)(=O)N[C@@H]1CC[C@@H](CC(=O)N2CCCCC2)O[C@@H]1CO	4
C[C@@H]1CN([C@@H](C)CO)S(=O)(=O)c2ccc(-c3cccnc3)cc2O[C@H]1CN(C)C(=O)c1cccc(F)c1	6
C[C@H](CO)N1C[C@H](C)[C@@H](CN(C)C(=O)Nc2cccc3ccccc23)Oc2ccc(NC(=O)c3ccncc3)cc2CC1=O	3
COc1ccc(CN(C)C[C@@H]2Oc3ccc(NS(C)(=O)=O)cc3CC(=O)N([C@@H](C)CO)C[C@@H]2C)cc1	-1
CN(C)CC(=O)Nc1ccc2c(c1)[C@@H]1C[C@H](CC(=O)NCc3cccc(F)c3)O[C@@H](CO)[C@@H]1O2	-3
CC(C)NC(=O)Nc1ccc2c(c1)C(=O)N([C@H](C)CO)C[C@H](C)[C@@H](CN(C)Cc1ccc3c(c1)OCO3)OCCCC[C@@H](C)O2	-2
CC(C)(C)OC(=O)N1CCC[C@H]1/C=N/NC(=O)c1cccc(C(=O)NO)c1	1
COc1ccc(NC(=O)N(C)C[C@H]2OCc3cnnn3CCCC(=O)N([C@H](C)CO)C[C@H]2C)c(OC)c1	-1
COCC#Cc1ccc2c(c1)O[C@H](CN(C)S(=O)(=O)c1ccc(C)cc1)[C@@H](C)CN([C@@H](C)CO)S2(=O)=O	-3
C[C@H](CO)N1C[C@H](C)[C@@H](CN(C)C(=O)Nc2ccc(F)cc2)OCCCC[C@H](C)Oc2ccc(NC(=O)Nc3ccccc3)cc2C1=O	1
C[C@H]1CN([C@@H](C)CO)C(=O)c2cccc(NC(=O)c3cnccn3)c2O[C@@H]1CN(C)C(=O)Nc1ccc(F)cc1	4
C[C@@H]1CN([C@@H](C)CO)C(=O)c2cc(N(C)C)ccc2O[C@@H](C)CCCCO[C@@H]1CN(C)C(=O)C1CCCCC1	0
C[C@@H]1CN([C@H](C)CO)C(=O)c2cc(NC(=O)NC3CCCCC3)ccc2O[C@@H](C)CCCCO[C@@H]1CN(C)C(=O)c1ccccc1	4
C[C@H]1CN([C@@H](C)CO)C(=O)c2cccc(NC(=O)c3ccncc3)c2O[C@H]1CN(C)Cc1ccc(Cl)c(Cl)c1	-38
C[C@@H]1CCCCO[C@@H](CN(C)Cc2ccc(Cl)c(Cl)c2)[C@@H](C)CN([C@@H](C)CO)C(=O)c2cc(NS(=O)(=O)c3ccc(F)cc3)ccc2O1	-7
C[C@@H]1CN([C@H](C)CO)C(=O)c2cccc(NS(=O)(=O)c3ccc(F)cc3)c2O[C@@H]1CN(C)Cc1ccc2c(c1)OCO2	2
C[C@H]1CN([C@@H](C)CO)C(=O)CCCn2cc(nn2)CO[C@H]1CN(C)Cc1ccc(C(=O)O)cc1	-3
Cc1ccc(S(=O)(=O)N(C)C[C@@H]2Oc3ccc(NC(=O)NC(C)C)cc3C(=O)N([C@@H](C)CO)C[C@H]2C)cc1	-1
C[C@H](CO)N1C[C@H](C)[C@@H](CN(C)Cc2ccc3c(c2)OCO3)Oc2c(NC(=O)Nc3ccccc3)cccc2C1=O	3
CC(C)CC#Cc1cnc2c(c1)C(=O)N([C@H](C)CO)C[C@H](C)[C@H](CN(C)C(=O)c1ccc(F)cc1)O2	-4
CCc1cc(=O)oc2cc(C)cc(OCC(=O)C(C)(C)C)c12	-10
Cc1noc(C)c1S(=O)(=O)N(C)C[C@@H]1OCCCC[C@@H](C)Oc2ccc(NS(=O)(=O)c3cccs3)cc2C(=O)N([C@H](C)CO)C[C@H]1C	-3
COc1cc(O)cc(O)c1C(=O)/C=C/c1ccccc1	-2
C[C@@H]1CCCCO[C@@H](CN(C)Cc2ccncc2)[C@@H](C)CN([C@H](C)CO)C(=O)c2cc(NC(=O)c3ccncc3)ccc2O1	-3
C/C=C/c1ccc2c(c1)O[C@@H](CN(C)C(=O)c1ccccc1)[C@@H](C)CN([C@@H](C)CO)S2(=O)=O	2
CNC[C@@H]1Oc2ccc(NS(=O)(=O)c3ccc(OC)cc3)cc2CC(=O)N([C@@H](C)CO)C[C@@H]1C	-3
COc1ccc(NC(=O)Nc2ccc3c(c2)CC(=O)N([C@H](C)CO)C[C@@H](C)[C@H](CN(C)Cc2ccncc2)O3)cc1	3
C[C@@H]1CCCCO[C@@H](CN(C)C(=O)CCCN(C)C)[C@@H](C)CN([C@@H](C)CO)C(=O)c2cc(NC(=O)CCCN(C)C)ccc2O1	1
C[C@H]1CCCCO[C@H](CN(C)C(=O)Cc2ccccc2)[C@@H](C)CN([C@@H](C)CO)C(=O)c2cc(NC(=O)NC3CCCCC3)ccc2O1	-5
COCC(=O)N(C)C[C@@H]1Oc2cc(-c3ccccc3F)ccc2S(=O)(=O)N([C@H](C)CO)C[C@H]1C	17
COc1ccc(NC(=O)Nc2cccc3c2O[C@H](CN(C)Cc2ccccc2)[C@H](C)CN([C@H](C)CO)C3=O)cc1	13
CCc1nn(CCCN2CCN(c3cccc(Cl)c3)CC2)c(=O)n1CCOc1ccccc1	4
Cc1sc2ncnc(SCC(=O)NC3CCCCC3)c2c1C	-1

Some of the entries so far, as a markdown table.
| SMILES | NSD2 inh |
| --- | --- |
| C[C@@H]1CCCCO[C@@H](CN(C)Cc2ccncc2)[C@@H](C)CN([C@H](C)CO)C(=O)c2cc(NC(=O)c3ccncc3)ccc2O1 | -3 |
| C/C=C/c1ccc2c(c1)O[C@@H](CN(C)C(=O)c1ccccc1)[C@@H](C)CN([C@@H](C)CO)S2(=O)=O | 2 |
| CNC[C@@H]1Oc2ccc(NS(=O)(=O)c3ccc(OC)cc3)cc2CC(=O)N([C@@H](C)CO)C[C@@H]1C | -3 |
| COc1ccc(NC(=O)Nc2ccc3c(c2)CC(=O)N([C@H](C)CO)C[C@@H](C)[C@H](CN(C)Cc2ccncc2)O3)cc1 | 3 |

Further results:
SMILES	NSD2 inh
Cc1ccc(S(=O)(=O)Nc2ccc3c(c2)C(=O)N([C@H](C)CO)C[C@H](C)[C@@H](CN(C)C(=O)Cc2ccccc2)OCCCC[C@@H](C)O3)cc1	0
C[C@@H]1CN([C@H](C)CO)C(=O)Cc2cc(NC(=O)Nc3ccc(F)cc3)ccc2O[C@@H]1CN(C)Cc1ccc(C(=O)O)cc1	-2
Cc1noc(C)c1S(=O)(=O)Nc1ccc2c(c1)CC(=O)N([C@@H](C)CO)C[C@H](C)[C@@H](CN(C)Cc1ccc(Oc3ccccc3)cc1)O2	-8
C[C@@H]1CN([C@H](C)CO)C(=O)c2cccc(NS(=O)(=O)c3ccc(F)cc3)c2O[C@H]1CN(C)Cc1ccc(C(F)(F)F)cc1	0
C[C@H]1CCCCO[C@@H](CN(C)C(=O)CCC(F)(F)F)[C@@H](C)CN([C@@H](C)CO)C(=O)c2cc(NC(=O)C3CCCCC3)ccc2O1	4
COCCNC(=O)C[C@H]1C[C@@H]2c3cc(NS(C)(=O)=O)ccc3O[C@@H]2[C@@H](CO)O1	-3
C[C@@H]1CN([C@H](C)CO)C(=O)c2cc(NC(=O)C3CC3)ccc2O[C@@H]1CN(C)S(C)(=O)=O	1
c1ccc2c(c1)N1CCCCCC1N2Cc1ccncc1 (stereo not drawn)	7
C[C@@H]1CN([C@H](C)CO)C(=O)Cc2cc(NC(=O)Nc3cccc4ccccc34)ccc2O[C@H]1CN(C)Cc1ccc(-c2ccccc2)cc1	-3
CCCCCCCCC(=O)NCc1cc(OC)c(O)cc1I	-4
CC(C)CC#Cc1cnc2c(c1)C(=O)N([C@H](C)CO)C[C@@H](C)[C@H](CN(C)Cc1ccccc1C(=O)O)O2	1
C[C@H](O)C#Cc1ccc2c(c1)O[C@H](CN(C)Cc1ccccn1)[C@H](C)CN([C@H](C)CO)S2(=O)=O	-5
C[C@H](CO)N1C[C@H](C)[C@@H](CN(C)C(=O)c2ccncc2)Oc2ncc(-c3ccc(F)cc3)cc2C1=O	6
C[C@@H]1CCCCO[C@H](CN(C)S(C)(=O)=O)[C@@H](C)CN([C@H](C)CO)C(=O)c2cc(NC(=O)c3ccncc3)ccc2O1	1
COc1ccc(NC(=O)Nc2ccc3c(c2)C(=O)N([C@H](C)CO)C[C@@H](C)[C@H](CN(C)C(=O)Cc2ccccc2)OCCCC[C@H](C)O3)cc1	-2
CC(C)NC(=O)Nc1ccc2c(c1)C(=O)N([C@H](C)CO)C[C@@H](C)[C@H](CN(C)C(=O)C1CCCCC1)OCCCC[C@@H](C)O2	-7
C[C@@H]1CCCCO[C@@H](CN(C)C(=O)C2CCCCC2)[C@H](C)CN([C@@H](C)CO)C(=O)c2cc(NC(=O)CCCCCC(=O)Nc3ccccc3N)ccc2O1	-3
C[C@H]1CN([C@@H](C)CO)C(=O)c2cccc(NS(=O)(=O)c3cn(C)cn3)c2O[C@H]1CN(C)Cc1ccc(C(=O)Nc2ccccc2N)cc1	1
O=C(NO)c1cccc(C(=O)N/N=C/c2cn(S(=O)(=O)c3ccccc3)c3ccccc23)c1	-1

Not all compounds are listed; rates above refer to the full screens.
